Rev-erbA mod = modulators of Rev-erb alpha DNA binding, primary screen, biochemical, FITC-DNA, fluorescence polarization, uHTS; Rev-erbα–FITC-DNA binding, 90 min; AID 1259318, 2017; 370,000 tested, 0.79% active; activity, % at 10 µM; Nuclear receptor subfamily 1 group D member 1 (Homo sapiens), P20393;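 active means activity above about 14%, limit read from the data; passing the limit was not always enough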;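 further: 0% = DMSO wells with 35 nM protein and 100% = DMSO wells with 750 nM protein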
mABHD4 FP = ABHD4 inhibitors, primary screen, biochemical, fluorescence polarization, mouse; (Lyso)-N-acylphosphatidylethanolamine lipase (Mus musculus), Q8VD66; purified mABHD4, FP-Rh probe fluorescence polarization; inhibition, % at 8.92 µM; 370,000 tested, 0.54% active; AID 720543, 2013;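 active means inhibition exceeding the mean over every tested compound plus 3 SD, cut at about 30% in these data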;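 further: 0% = plate median of compound wells and 100% = S159A mutant with DMSO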
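Assay system: Wild-type mouse ABHD4 protein | Medium: HEPES pH 7.0 buffer, 150 mM NaCl, 0.01% Pluronic F-127 | Incubation: Enzyme–compound pre-incubation 45 min, then probe 60 min, both 25 °C | Technique: Fluorescence polarization with parallel and perpendicular emission, 525/598 nm | Evaluation: % inhibition of FP-Rh probe binding versus controls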
TDP2 absorb = human TDP2 enzyme inhibitors, primary screen, biochemical, epi absorbance, recombinant enzyme; Tyrosyl-DNA phosphodiesterase 2 (Homo sapiens), O95551; 370,000 tested, 0.34% active; inhibition, % at 12.8 µM; T5PNP hydrolysis, p-nitrophenol absorbance 415 nm; AID 720702, 2013;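 active means inhibition above the mean of all tested compounds plus 3 SD, set per campaign, cut at about 25% in these data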;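 further: 0% = DMSO with enzyme and 100% = buffer with substrate but no TDP2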
Target sequence (O95551 whole entry, looked up): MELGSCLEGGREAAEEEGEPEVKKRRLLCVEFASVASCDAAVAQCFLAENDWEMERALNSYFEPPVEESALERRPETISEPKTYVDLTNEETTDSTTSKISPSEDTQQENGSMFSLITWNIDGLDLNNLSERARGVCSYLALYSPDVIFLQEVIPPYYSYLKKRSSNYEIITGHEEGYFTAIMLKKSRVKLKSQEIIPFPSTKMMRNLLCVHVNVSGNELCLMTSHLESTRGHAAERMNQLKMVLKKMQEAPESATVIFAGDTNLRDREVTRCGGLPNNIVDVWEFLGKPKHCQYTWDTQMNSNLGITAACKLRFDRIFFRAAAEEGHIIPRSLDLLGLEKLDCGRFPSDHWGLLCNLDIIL
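Material: recombinant human TDP2; quantity: TDP2 enzyme at 120 nM final; medium: Tris-HCl pH 7.5 with MgCl2; compound: single concentration, 12.8 µM nominal, with 1% DMSO; incubation: 2 h enzyme incubation at 37 °C; signal: epi absorbance; measure: percent inhibition; benchmarks: high control without enzyme, low control DMSO plus TDP2; repeats: singlicate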
TCR-CD3 inh = inhibitors of human TCR-CD3 interaction, primary screen, biochemical, fluorescence, TAMRA-labeled TCR probe. AID 651800, 2012. T-cell receptor (TCR). 360,000 tested, 0.37% active. inhibition, % at 9.4 µM; in the data active means inhibition above about 19%;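 further: recombinant mutant TCR 2C K166C tagged with TAMRA read by polarization; 0% = receptor in buffer alone and 100% = receptor with positive control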
SIAE inh = human SIAE inhibitors, primary screen, biochemical, fluorescence polarization, FP-Rh probe, 1536-well HTS; Sialate O-acetylesterase (Homo sapiens), Q9HAT2; SIAE FP-Rh probe binding; inhibition, % at 9.66 µM; 370,000 tested, 0.69% active; AID 1053197, 2014;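 active means inhibition above a cutoff: mean of compounds within the control limits plus 3 SD of those, cut at about 17% in these data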;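 further: 0% = plate median of compound wells and 100% = probe without SIAE protein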
Target sequence (Q9HAT2 whole entry, looked up): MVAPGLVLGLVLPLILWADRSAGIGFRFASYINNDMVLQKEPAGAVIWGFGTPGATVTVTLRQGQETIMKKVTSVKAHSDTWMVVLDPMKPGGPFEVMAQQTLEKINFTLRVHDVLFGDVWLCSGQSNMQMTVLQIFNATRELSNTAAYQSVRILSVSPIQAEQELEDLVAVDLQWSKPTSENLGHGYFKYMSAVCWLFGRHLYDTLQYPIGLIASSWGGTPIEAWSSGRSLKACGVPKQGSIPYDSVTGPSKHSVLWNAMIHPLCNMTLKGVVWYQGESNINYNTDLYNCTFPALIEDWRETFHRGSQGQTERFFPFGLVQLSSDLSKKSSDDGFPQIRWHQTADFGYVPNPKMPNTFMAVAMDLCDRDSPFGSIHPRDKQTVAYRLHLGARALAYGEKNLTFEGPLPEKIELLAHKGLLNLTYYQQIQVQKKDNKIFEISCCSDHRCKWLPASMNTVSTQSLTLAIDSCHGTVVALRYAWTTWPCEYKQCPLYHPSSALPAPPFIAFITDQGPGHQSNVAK
PRMT1 inh = PRMT1 methyltransferase inhibitors, primary screen, biochemical, fluorescence polarization. Protein arginine N-methyltransferase 1 (Homo sapiens), Q99873. recombinant PRMT1, activity-based probe fluorescence polarization. inhibition, % at 2.79 µM. 370,000 tested, 1.3% active. AID 652257, 2013;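 active means inhibition above about 21% made by adding two undisclosed values, limit read from the data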
rCAG RNA binder = binders of r(CAG) RNA repeats, primary screen, biochemical, fluorescence. r(CAG) RNA repeat, TO-PRO-1 dye displacement fluorescence. inhibition, % at 3 µM. 370,000 tested, 1.3% active;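 active means inhibition above the plate cutoff, the mean of all test compounds on that plate plus 3 SD, cut at about 35% in these data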;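 further: 0% = DMSO alone and 100% = 100 µM mitoxantrone as full dye displacement; higher means more dye released from RNA so lower well fluorescence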
PG9 binder = binders of HIV-1 gp120 antibody PG9, primary screen, biochemical, TR-FRET | inhibition, % at 6.7 µM | 360,000 tested, 0.43% active | TR-FRET gp120-PG9 antibody binding | AID 624416, 2012; in the data active means inhibition above about 8.5%
HTRA1 inh = HTRA1 serine protease inhibitors, primary screen, biochemical, fluorescence polarization, HTS. inhibition, % at 5.96 µM. recombinant HTRA1, FP-rhodamine activity-based probe. AID 504803, 2011. 340,000 tested, 0.5% active. Q92743; in the data active means inhibition above about 36%;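 further: 0% = enzyme with DMSO and 100% = wells lacking enzyme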
LEDGF integ inh = blockers of LEDGF/p75-dependent integrase strand transfer – biochemical, TR-FRET, high throughput, primary screen | TR-FRET IN-LEDGF/p75 DNA integration, Eu/Cy5 | inhibition, % at 3.7 µM | 370,000 tested, 0.64% active;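 active means inhibition above the screen-wide mean plus 3 SD, cut at about 13% in these data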;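 further: signal is the Cy5 over europium emission ratio at 671 and 618 nm; 0% = plate median of compound wells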
Numbers without * were called inactive; x = not tested or not shown; & = joins results of further samples.

canonical_smiles	Rev-erbA mod	mABHD4 FP	TDP2 absorb	TCR-CD3 inh	SIAE inh	PRMT1 inh	rCAG RNA binder	PG9 binder	HTRA1 inh	LEDGF integ inh
O=C1CCC(=O)N(O)CCCCCNC(=O)CCC(=O)N(O)CCCCNC(=O)CCC(=O)N(O)CCCCCN1	4	-9	-12	-3	5	2	0	-2.7	-5	-12
CCC(C)(C(=O)Nc1ccc2c(c1)OCCO2)N(C(C)=O)c1ccc(C(N)=O)cc1 (stereo not given)	1	4	3	5	4	-3	-4	-0.6	-10	-3
C/C(=N\NC(=O)c1nn(C)c(C)c1Br)c1ccc(NC(=O)c2ccccc2F)cc1	-9	-7	-1	-1	-4	4	-3	-1.8	2	-2
CC(C)C[C@H]1CNC(=O)C(=O)N1C[C@@H]1CCCN1C[C@H](CC(C)C)N1C[C@H](Cc2ccc(O)cc2)N(CCc2ccccc2)C(=O)C1=O	-7	-2	5	2	-4	0	-1	-0.7	x	-3
CCCCC(=O)Nc1nn(CC)c2nc3c(C)cccc3cc12	10	-2	11	-6	-1	-1	-4	9.7*	-4	-4
CCc1ccccc1NC(=O)CSc1n[nH]c(C)c1[N+](=O)[O-]	0	-5	-5	2	-4	1	2	-1.5	-2	1
C[C@@H]1O[C@@H](O[C@@H]2C(=O)c3c(O)cc(O)cc3O[C@H]2c2ccc(O)c(O)c2)[C@H](O)[C@H](O)[C@H]1O	-5	-5	4	10	3	3	2	-2.2	10	0
CC(=O)Nc1c(C(=O)N2CCOCC2)sc2nc3c(cc12)COC(C)(C)C3	2	3	-9	-9	-1	0	-3	1.1	5	-3
O=C(NCc1ccco1)c1ccc(-c2ccc3nccn3c2)cc1	-38	6	7	1	3	5	8	-1.7	x	3
COc1ccc(-c2csc3ncnc(N4CCN(S(=O)(=O)c5cccc(F)c5)CC4)c23)cc1	3	-3	-12	-2	4	0	4	-1.5	-6	-2
C=CCC[C@@H](Cc1ccc(F)cc1)C(=O)OCCNC(=O)[C@@H](CC=C)CC(=O)N[C@H](CO)Cc1ccccc1	1	-2	-1	8	-1	2	-9	-0.5	-13	-1
O=S(=O)(c1ccc(Cl)s1)N1CCNCC1	8	1	9	-1	9	11	0	0.1	1	-3
COc1cc(CC(=O)Nc2cccc(S(=O)(=O)N(C)c3ccccc3)c2)cc(OC)c1OC	0	-3	1	5	-1	2	4	1.4	-10	-4
COc1ccc(/C=C2/C(=O)N(CC3CCCO3)C(=S)N2C)c(OC)c1 (stereo not given)	0	4	-4	4	5	0	-4	-0.8	-12	-3
Cc1ccccc1C1CC(c2cccs2)Nc2nnnn21 (stereo not given)	4	4	-1	7	-2	2	-4	-0.1	2	0
O=C1NNC(=O)C2C3C=CC(C4CC34)C12 (stereo not given)	-3	7	9	-3	2	3	-1	1.2	10	-1
COc1cccc(OC)c1C(=O)N1CCN(Cc2ccncc2)CC1	-2	11	4	-3	-4	3	-4	0.7	10	-1
O=C(Cn1cc([N+](=O)[O-])cn1)Nc1ccc(Cn2cc(Br)cn2)cc1	0	-2	-2	1	9	-3	5	-2.8	-5	7
COCCn1c(SCC(=O)N2CCOCC2)nc2ccccc2c1=O	6	0	-5	1	0	0	3	-0.6	2	2
CCOc1cc(C2CC(=O)NC3=C2C(=O)C(C(=O)OC)C(C)C3)cc(Cl)c1O (stereo not given)	0	1	-2	-3	1	2	-3	0.7	1	6
Cc1c2c(nc3ccccc13)CCC(C)C2 (stereo not given)	6	-6	-19	7	3	-2	1	-2.9	-2	3
CCCS(=O)(=O)NC(=O)C1(C)CCN(C(=O)c2cncc(Br)c2)C1 (stereo not given)	-1	3	-2	4	6	-6	-1	-1.5	x	0
COC(=O)CSc1nc2nc(-c3cccs3)cc(C(F)(F)F)c2c(=O)[nH]1	-3	2	-1	6	-2	2	1	3.0	6	-1
Cc1ccc(Sc2ccc(N)cc2C#N)cc1	6	-11	-15	-1	4	0	-1	-1.0	-13	-2
Cc1ccc(CCNc2ncnc(Cl)c2N)cc1	0	8	-8	-8	1	-2	3	0.5	-1	-5
Clc1cncc(Cl)c1N/N=C/c1ccccc1	1	-4	21	1	-1	-4	1	1.0	-16	2
Cc1cc(C)c(NC(=O)NC(=O)C(Cl)(Cl)Cl)c(C)c1	-1	-5	-14	2	5	-5	-1	-1.0	5	0
Cc1cc(C)nc(SCCn2c(N3CCCCC3)nc3c2c(=O)n(C)c(=O)n3C)n1	-3	-3	-16	2	-7	0	-4	0.5	2	1
Cc1nccn1-c1ccc(NC(=O)[C@@H](Cc2ccccc2)NC(=O)[C@H]2O[C@@H](n3ccc(=O)[nH]c3=O)[C@H](O)[C@@H]2O)cc1	-2	-19	10	4	54*	-6	2	-1.1	x	1
CCCc1nc(C)c2c(=O)[nH]c(-c3cc(S(=O)(=O)N4CCN(CC)CC4)ccc3OCC)nn12	3&-4	1	-12	3	2	2	1	1.9	2	0
Cc1ccc(NC(=O)CN2C(=O)NC(C)(c3ccc(Cl)cc3)C2=O)cc1S(=O)(=O)N1CCOCC1 (stereo not given)	5	-6	-8	-6	-10	0	4	-1.2	-2	-3
Cc1cc(NC(=O)COC(=O)c2ccc(Cl)cc2)no1	-3	-4	-1	-1	-3	3	1	1.0	1	-1
Cc1cccc(NC(=O)NNS(=O)(=O)c2ccc(F)cc2)c1	5	-1	0	3	-1	-1	2	-0.5	3	-4
O=C(NCc1ccco1)C1CC(=O)N(c2ccc(O)cc2)C1 (stereo not given)	-1	0	8	-6	5	11	1	-0.9	-3	3
COc1ccc(NC(=O)COC(=O)CCc2ccccc2)c(OC)c1	-1	-7	1	5	2	-5	-5	0.3	2	-2
Cc1cccc(Cn2cc(COC(=O)N3CCOCC3)nn2)c1	-2	2	-5	x	6	-2	3	x	x	-1
COCCCn1c(=O)c2ccccc2n(Cc2cccc(C)c2)c1=O	2	-2	15	5	4	0	-7	-2.1	-2	3
CC(=O)c1sc2nc(C)c3c(c2c1N)CCCC3	-3	4	-4	-6	-1	5	2	-0.2	x	-3
COCC(=O)Nc1cc(C(=O)Nc2cccc(C)c2C)ccc1Cl	3	3	11	4	0	-2	-4	-0.6	3	0
COc1ccc(N2C(=O)CC(N3CCN(c4ccccc4OC)CC3)C2=O)cc1 (stereo not given)	-1	2	-3	-4	0	18	-6	0.5	6	-5
C[C@@H](NC(=O)c1ccc(C#Cc2cccc(F)c2)cn1)C(C)(C)O	2&2	5&7	0&11	x	7&-2	-1&-1	1&1	x	x	-3&-2
O=C(O)CSc1nc2ccc(Br)cc2[nH]1	-9	-4	3	-1	-5	4	1	0.4	-4	-3
CC(C)(C)c1cc(-c2nc(N)nc(N)n2)c(O)c(C(C)(C)C)c1	1	-3	-6	2	2	0	4	0.3	3	-3
CCn1c(SCC(N)=O)nnc1-c1ccco1	1	-1	5	5	2	0	2	1.4	5	0
COc1ccc(CCC[C@H](CCC(=O)N(c2ccccc2)c2ccccc2)CCc2ccccc2)cc1	0	-9	9	x	7	-2	3	x	x	-3
CCSc1ncc(Cl)c(C(=O)Nc2ccccc2OC)n1	-5	-11	-11	-7	-15	7	-3	2.6	2	6
CCN(CC)C(=O)CSc1nnc(-c2ccccn2)n1C	-1	-1	4	x	0	1	0	x	x	3
O=C(Nc1ccccc1)N1CCN(c2nc3ccccc3s2)CC1	-2	-2	-12	5	5	1	-6	-3.0	2	4
Cc1ccc(S(=O)(=O)Cc2ccc([N+](=O)[O-])cc2)cc1	12	2	7	-1	-5	0	7	0.5	-7	-1
CC(C)(C)Sc1ccc2nc3c(n2c1)CCCC3	3	3	8	2	5	0	-1	0.2	-8	2
CCc1nc2c(OCc3cc(Cl)cc(Cl)c3)cccn2c1N(C)C(=O)Nc1ccccc1OC	-3	2	1	5	-3	1	6	2.6	x	-2
O=C(NNC(=O)c1ccccc1O)c1ccc(S(=O)(=O)Nc2ccccc2F)cc1	-2	13	3	13	6	-3	13	0.2	26	-7
CC(NC(=O)CCC(=O)N1CCN(S(=O)(=O)c2ccc(Cl)cc2)CC1)c1ccccc1 (stereo not given)	-4	7	4	3	-6	2	3	1.5	-2	-2
CCC(=O)c1cn(CC(=O)NCC2CCCO2)c2ccccc12 (stereo not given)	-3	-1	-5	2	3	-1	3	0.4	6	-1
Cc1ccc(-n2ncc3c2CCCC3NC(=O)CCc2c(C)noc2C)cc1C (stereo not given)	1	-2	-4	7	-5	-2	-8	-1.7	0	-4
Cc1cccc(-n2c(CCCN3C(=O)c4ccccc4C3=O)nc3ccccc3c2=O)n1	-2	7	6	-2	2	3	-3	0.9	-1	4
CCCCOc1ccc(-c2c(C#N)c(N)nc(SCC(N)=O)c2C#N)cc1	-2	-46	-5	0	-22	1	23	-2.4	-44	7
CC(=O)c1c(C)[nH]c(C(=O)CN2C(=O)NC3(CCCCC3)C2=O)c1C	3	6	20	12	13	0	-4	-1.1	2	0
CCCn1cc(CN2CCC(Cc3ccccc3)(C(=O)OCC)CC2)c(C)n1	-1	7	3	3	1	3	-12	-0.1	6	-1
Cc1nc(N)ncc1CCC1OCCO1	0	5	3	7	1	1	2	-2.1	7	3

The list continues:
canonical_smiles	Rev-erbA mod	mABHD4 FP	TDP2 absorb	TCR-CD3 inh	SIAE inh	PRMT1 inh	rCAG RNA binder	PG9 binder	HTRA1 inh	LEDGF integ inh
CCOC(=O)C1CCN(S(=O)(=O)c2ccc(CN3C(=O)c4cccnc4C3=O)cc2)CC1	3	6	15	3	2	-1	-4	0.8	3	-2
COCc1nnc(NS(=O)(=O)c2ccc(Cl)cc2)s1	-5	-6	14	2	-3	-3	2	-2.8	-3	3
CSc1ccc(NC(=O)N2CC(C)OC(C)C2)cc1 (stereo not given)	2	-3	-9	-2	-2	4	5	3.6	-3	0
Cc1cc(C)n(C2CCCCC2OC(=O)CCc2ccccc2)n1 (stereo not given)	-4	-5	1	-12	-6	5	-10	-0.2	6	0
CC(C)C[C@H](CO)Nc1nc(Nc2cccc(Cl)c2)c2ncn(C(C)C)c2n1	4	9	1	1	4	0	-2	-0.3	-17	0
CCCn1nnnc1NC(=O)COc1ccc(Cl)cc1C	-6	-1	2	2	6	-1	4	0.5	0	5

Screening data: PubChem BioAssay, several laboratories

An excerpt; count on the stated rates, not on these rows.
